# FN deposition inh – fibronectin deposition inhibition; AH1F fibroblasts, Alexa488-fibronectin deposition fluorescence, overnight; inhibition, % at 12.6 µM; 350,000 tested, 0.086% active; AID 743247;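 active = mean inhibition across replicates of 30% or more, regardless of how many single replicates reach that level; inconclusive = mean under 30% yet at least half of replicates reach 30%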;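 note: positive control wells lacked labelled fibronectin entirely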
#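 Assay system: AH1F fibroblast monolayer, labelled fibronectin deposition. Amount: 10000 cells per well. Also added: labelled fibronectin 24 nM. Compound: single-point pinned compound. Incubation: cell attachment 1 h, compound and FN exposure overnight. Detection: fluorescence after three HBSS washes, excitation 485 nm, emission 525 nm. Read-out: inhibition of fibronectin deposition signal.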
# PAX8 reporter – PAX8 transcriptional activity inhibition. RMG-I TPO-luciferase reporter, SteadyGlo, 24 h. inhibition, % at 12.6 µM. 360,000 tested, 1.2% active;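 active = mean replicate inhibition at least 60% with every replicate also reaching 60%; inconclusive = only one of the two criteria is met; inactive = mean below 60% and not all replicates reaching 60%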;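 note: luciferase light reporting Pax8 driven TPO promoter activity; plate controls were median of neutral control wells for no effect and mitoxantrone controls for full effect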
# miR-122 sensor – inhibitors of miR-122 in Huh7 cells; activation (reporter increase), % at 12.5 µM; Huh7 miR-122 Renilla luciferase sensor, 48 h; neutral wells = 0, positive control = 100; 340,000 tested, 0.3% active;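 active = mean replicate activation score at least 90 and every replicate individually at or above 90; inconclusive = only one of the two criteria met; inactive = neither criterion met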;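 note: higher luciferase means less miR-122 activity so hits act as miR-122 inhibitors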
# DENV2 CPE – inhibitors of DENV2 cytopathic effect; DENV2-infected cells, cytopathic effect rescue, plate reader; CPE inhibition, % at 9.99 µM; 350,000 tested, 1.7% active; in the data active = CPE inhibition above about 20%, passing the limit was not always enough; inconclusive = no clear call, values can overlap the other calls; tested in BHK-21 cells;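 note: 0% = median of neutral control wells and 100% = median of positive control wells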
# GSIS activator – primary screen for activators of insulin secretion dependent on glucose, INS-1E cells, GLuc reporter luminescence | INS-1E GLuc reporter insulin secretion, 2-3 h | activation, % at 16.6 µM | 370,000 tested, 0.61% active | AID 743287;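 active = lowest replicate activation of at least 40%, so every replicate reaches that level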;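 note: 0% = median of neutral control wells and 100% = median of IBMX positive control wells; some compounds called inactive have numbers as strong as hits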
# F508del corr – correctors of CFTR F508del function in bronchial epithelial cells; CFBE cells, YFP halide quenching; stimulated with forskolin plus potentiator P3; % fluorescence drop versus neutral controls; activity (quench increase), % at 7.58 µM; 350,000 tested, 0.36% active; AID 720511;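 active = mean added fluorescence quench of at least 8% versus neutral control, with both replicates also reaching 8%; inconclusive = only one of the mean or replicate conditions met; inactive = mean below 8% and not both replicates reaching 8%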;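 note: cells transiently co-express mutant CFTR-F508del with the halide-sensitive YFP; corrector assay measuring rescue of mutant channel to the surface after 24 h compound exposure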
# EWS-Fli inh – inhibitors of EWS/Fli oncoprotein transcriptional activity | A673 NR0B1-luciferase reporter, viability-normalised | inhibition, % at 12.6 µM | 350,000 tested, 0.67% active;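 active = mean inhibition of at least 50% after viability correction, with every replicate also passing that limit; inconclusive = mean reaches 50% but only one of two replicates passes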;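 note: firefly luciferase signal divided by Alamar Blue viability fluorescence both relative to DMSO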
# An asterisk follows results filed as active; ? = inconclusive; . = not tested or not shown; [ ] = dose if it differs, or a comment.
# Every second line gives: FN deposition inh	PAX8 reporter	miR-122 sensor	DENV2 CPE	GSIS activator	F508del corr	EWS-Fli inh
CSCCC(C(=O)NC1CCCC1)n1c(-c2ccncc2)nc2ccccc21 (stereo not drawn)
  -2	16	.	0	3	-1.4	-1
Cc1nn2cc(-c3ccccc3)nc2s1
  .	.	.	1	37	-3.9	-8
C[C@H](NC(=O)[C@@H]1CCCN1C(=O)[C@@H]1CCCN1C(=O)c1cccc2ccccc12)c1ccccc1
  -8	-4	.	-5	-3	3.1	4
Cc1nc2c(nc1C)C(=O)c1ccccc1C2=O
  -4	6	8	?	-27	-3.6	21
COC(=O)c1sc(S(=O)(=O)Nc2c(C)nn(C)c2C)c(C(=O)OC)c1C
  1	12	38	?	13	0.1	-8
Fc1ccc(N/N=C2/CC(c3ccccc3)Oc3ccccc32)c(F)c1 (stereo not drawn)
  -8	4	13	.	-35	.	.
Cc1ccc(S(=O)(=O)N(C)C[C@@H]2Oc3ncc(-c4ccccc4)cc3C(=O)N([C@@H](C)CO)C[C@H]2C)cc1
  -16	.	-8[16.7 µM]	-4	-34	-1.4	3
C[C@@H]1CN([C@H](C)CO)C(=O)c2cccc(NC(=O)CCCCCC(=O)Nc3ccccc3N)c2O[C@H]1CN(C)C
  .	-33	.	1	-8	-4.6	.
S=c1[nH]nc(CCc2ccccc2)n1-c1ccc(Cl)cc1
  0	0	-5	-10	29	-0.6	7
CCCc1nc2cc3c(cc2[nH]1)n(C)c(=O)n3C
  4	15	.	1	-19	-0.2	7
O=C(CCCCCN1C(=O)c2ccccc2C1=O)Nc1ccc2c(c1)OCCO2
  -11	0	8	.	.	.	.
CCOC(=O)C(c1ccccc1)N1CCN(c2ccc(OC)cc2)CC1 (stereo not drawn)
  -7	2	1	.	-9	.	.
Cc1cc(OCC(=O)NNC(=O)c2ccncc2)cc(C)c1Cl
  0	.	1	7	-2	0.2	-2
NC(=O)c1ccc(NC(=O)COC(=O)/C=C/c2cccs2)cc1
  -2	0	.	-2	1	-3.3	3
O=C(OCC#CCSc1nnc(-c2cccc3ccccc23)o1)c1ccc2ccccc2c1
  -8	-8	-4	1	5	-1.0	-3
O=C(C[C@H]1CC[C@H](NC(=O)C2CCC2)[C@H](CO)O1)NC1CCC1
  .	-8	-8[16.7 µM]	3	21	1.7	2
CCOC(=O)[C@H]1[C@H]2COc3cc(OC)ccc3[C@@H]2N2C(=O)c3cc(F)c(F)cc3NC(=O)[C@@]12C
  5	17	-2	-8	-21	3.2	4
CCOc1ccccc1N1CC(C(=O)N(CC)CC(=O)Nc2ccc3c(c2)OCCO3)CC1=O (stereo not drawn)
  4	7	3	3	21	-1.0	2
Cn1nnnc1SCC(=O)Nc1nc2c(F)c(F)c(F)cc2s1
  0	.	.	0	-1	-0.4	-10
COc1ccc(OC)c(NC(=O)C2CCCCC2)c1
  8	-13	.	2	-7	-1.1	-3

# 12 successive compounds already listed, for reference:
# Every second line gives: FN deposition inh	PAX8 reporter	miR-122 sensor	DENV2 CPE	GSIS activator	F508del corr	EWS-Fli inh
CSCCC(C(=O)NC1CCCC1)n1c(-c2ccncc2)nc2ccccc21 (stereo not drawn)
  -2	16	.	0	3	-1.4	-1
Cc1nn2cc(-c3ccccc3)nc2s1
  .	.	.	1	37	-3.9	-8
C[C@H](NC(=O)[C@@H]1CCCN1C(=O)[C@@H]1CCCN1C(=O)c1cccc2ccccc12)c1ccccc1
  -8	-4	.	-5	-3	3.1	4
Cc1nc2c(nc1C)C(=O)c1ccccc1C2=O
  -4	6	8	?	-27	-3.6	21
COC(=O)c1sc(S(=O)(=O)Nc2c(C)nn(C)c2C)c(C(=O)OC)c1C
  1	12	38	?	13	0.1	-8
Fc1ccc(N/N=C2/CC(c3ccccc3)Oc3ccccc32)c(F)c1 (stereo not drawn)
  -8	4	13	.	-35	.	.
Cc1ccc(S(=O)(=O)N(C)C[C@@H]2Oc3ncc(-c4ccccc4)cc3C(=O)N([C@@H](C)CO)C[C@H]2C)cc1
  -16	.	-8[16.7 µM]	-4	-34	-1.4	3
C[C@@H]1CN([C@H](C)CO)C(=O)c2cccc(NC(=O)CCCCCC(=O)Nc3ccccc3N)c2O[C@H]1CN(C)C
  .	-33	.	1	-8	-4.6	.
S=c1[nH]nc(CCc2ccccc2)n1-c1ccc(Cl)cc1
  0	0	-5	-10	29	-0.6	7
CCCc1nc2cc3c(cc2[nH]1)n(C)c(=O)n3C
  4	15	.	1	-19	-0.2	7
O=C(CCCCCN1C(=O)c2ccccc2C1=O)Nc1ccc2c(c1)OCCO2
  -11	0	8	.	.	.	.
CCOC(=O)C(c1ccccc1)N1CCN(c2ccc(OC)cc2)CC1 (stereo not drawn)
  -7	2	1	.	-9	.	.

# Continued:
# Every second line gives: FN deposition inh	PAX8 reporter	miR-122 sensor	DENV2 CPE	GSIS activator	F508del corr	EWS-Fli inh
O=C(Cn1cnc2ccccc21)N1CCN(S(=O)(=O)c2ccccc2)CC1
  1	-1	.	-7	0	1.9	3
C[C@H](CO)N1C[C@H](C)[C@H](CN(C)S(C)(=O)=O)OCc2cn(nn2)CCCC1=O
  -3	-6	2[16.7 µM]	.	0	0.2	8
CCOC(=O)c1c(NC(=O)c2cccs2)sc(C(=O)N(C)C)c1C
  13	-12	1	.	.	.	.
CC(=O)Nc1ccc(NC(=O)CCCN2C(=O)c3ccccc3C2=O)cc1
  -3	7	-3	-8	3	-0.4	-4
CN(C)c1cc(N/N=C\c2ccccc2)nc(N(C)C)n1
  8	28	.	7	-14	-1.3	1
COc1ccc(S(=O)(=O)N[C@H]2CC[C@@H](CC(=O)O)O[C@H]2CO)cc1
  -12	-3	.	-1	6	-1.7	6
O=C(CN1CCCN(Cc2ccc(F)cc2)S1(=O)=O)NC1CCCC1
  -3	-14	-3	-3	-15	-1.8	-2
CC(=O)N1CC[C@@H]2[C@H](CO)Nc3ccc(-c4ccc(F)cc4)cc3[C@@H]21
  -7	-6	-6[16.7 µM]	?	23	-2.9	-16
COc1ccc(S(=O)(=O)N(C)C[C@H]2Oc3ccc(NC(=O)Nc4ccc(F)cc4)cc3C(=O)N([C@H](C)CO)C[C@H]2C)cc1
  .	.	101*[16.7 µM]	-6	-24	2.2	12
Nc1cc(C(=O)OCC(=O)NNC(=O)c2ccccc2)ccc1Cl
  1	-8	.	-2	12	-1.3	1
COc1cc(/C=C/C(=O)OCC(=O)N(C)C2CCS(=O)(=O)C2)ccc1OC(F)F (stereo not drawn)
  -2	-2	.	1	36	-1.2	4
NNC(=O)c1cc2cc(Oc3ccccc3)ccc2[nH]1
  5	33	7	-3	.	-3.0	4
CN(C)c1ncnc2c1ncn2CCn1cnc2c(N(C)C)ncnc21
  -4	-6	-5	3	.	.	-3
Cn1cc(SCC(=O)N2CCOCC2)c2ccccc21
  -5	-22	.	?	-1	-2.1	-53
CC(C)(C)n1ncc2c(=O)n(Cc3ccc(Cl)c(Cl)c3)cnc21
  10	1	.	-2	-10	.	-4
Cc1ccc2c(c1)C(SCC(=O)NCCc1ccccc1)CC1(CCCC1)O2 (stereo not drawn)
  -1	15	.	6	7	-4.3	-4
CCCCN(C)C(=O)c1ccc(Nc2nc(C(N)COCc3ccccc3)cs2)nc1 (stereo not drawn)
  .	10	-4	1	-4	0.0	7
CCc1cc(=O)oc2c(C)c(OC(C)C(=O)N3CC[C@@]4(O)CCCC[C@H]4C3)ccc12 (stereo partly drawn)
  .	.	-3	-8	8	0.3	6
CCn1c(C)cc(/C=C2\NC(=O)N(CC(=O)Nc3ccc(F)cc3)C2=O)c1C
  15	-10	.	0	-15	.	-22
CN(CC(=O)Nc1ccccc1C(F)(F)F)C(=O)c1cc2c(s1)CCCCC2
  1	-1	10	-5	-58	-1.7	-2

# Continuation:
# Every second line gives: FN deposition inh	PAX8 reporter	miR-122 sensor	DENV2 CPE	GSIS activator	F508del corr	EWS-Fli inh
Cc1ccccc1Cn1c2ccccc2c2cnn(CC(=O)N3CCN(c4ccccc4)CC3)c(=O)c21
  -1	10	-3	-3	-18	-1.9	1
CCCSc1ccc2nc(NC(=O)OC)[nH]c2c1
  5	-14	5	-1	.	-3.7	37
COc1ccc(-c2ccc3c(c2)[C@H]2[C@H](CCN2C(=O)c2cccc(F)c2)[C@@H](CO)N3)cc1
  -2	36	-7[16.7 µM]	-23	-37	0.6	-1
COCCCNC(=O)[C@H](Cc1ccccc1)NC(=O)CC[C@H]1O[C@@H](n2ccc(=O)[nH]c2=O)[C@H](O)[C@@H]1O
  -2	4	-2	-15	9	-1.8	18
CCOCCCNC(=O)c1ccc2c(c1)N(CC)C(=O)c1ccccc1S2=O (stereo not drawn)
  6	22	.	0	2	0.7	2
C[C@@H]1CN([C@@H](C)CO)C(=O)c2cc(NS(=O)(=O)c3ccccc3)ccc2O[C@@H]1CN(C)Cc1ccncc1
  -2	-4	26[16.7 µM]	4	-12	-0.1	-7
Cc1[nH]n(C(N)=S)c(=O)c1N=Nc1cccc(Cl)c1
  -3	-132	.	4	-13	2.5	-29
CC(C)C[C@@H](COCc1ccc([N+](=O)[O-])cc1)N1CCN(C(=O)c2ccc(C(F)(F)F)cc2)CCC1=O
  7	16	.	-3	-25	1.5	3
C[C@@H]1CN([C@H](C)CO)C(=O)c2cc(-c3cccc(C#N)c3)cnc2O[C@@H]1CN(C)Cc1ccncc1
  19	.	4[16.7 µM]	-1	-2	0.6	1
O=C(Cc1ccccc1F)Nc1cccc(S(=O)(=O)N2CCOCC2)c1
  1	.	2	11	11	3.7	5
O=C(CCc1ccccc1)Nc1ccc(S(=O)(=O)NC2=NCCCCC2)cc1
  1	9	9	5	-1	3.6	17
O=C(C[C@H]1CC[C@@H]2[C@H](COC[C@@H](O)CN2S(=O)(=O)c2ccccc2)O1)NCc1ccc(-c2ccccc2)cc1
  -12	8	-2[16.7 µM]	-3	3	-2.1	4
O=S(=O)(c1ccc(N2CCCCCC2)nc1)N1CCCC1
  1	-9	-3	-4	-9	-2.3	-6
Nc1cc(=O)[nH]c(SCC(=O)Nc2ccc(F)c(Cl)c2)n1
  8	-3	0	.	.	.	.
CC(=O)N1c2ccc(S(=O)(=O)NCCC(=O)NC3CCCCCC3)cc2CC1C (stereo not drawn)
  -1	15	-8	10	6	1.8	4
Cc1cccc(-c2ccc([C@H]3[C@@H](CO)N4CCCCN(S(=O)(=O)c5cccs5)C[C@@H]34)cc2)c1
  .	13	-6[16.7 µM]	-3	2	1.7	3
COc1ccc(CCNC(=O)CN2c3cccc4cccc(c34)S2(=O)=O)cc1
  3	6	.	5	27	-1.3	-5
O=S(=O)(c1ccc(F)cc1)N1CCN(c2ccccn2)CC1
  -11	10	.	9	-7	-4.3	11
C[C@@H]1CN([C@@H](C)CO)C(=O)c2cc(NC(=O)CCCN(C)C)ccc2O[C@@H](C)CCCCO[C@@H]1CN(C)C
  -16	-11	-2[16.7 µM]	.	48	-0.4	-8

# From PubChem
